# TexasRed fluor = counter-screen for TRb-SRC2 inhibitors: fluorescence interference. AID 1479. TRb/SRC2 Texas Red total fluorescence interference. 280,000 tested, 0.29% active. Potency, µM (titrated, usually from 106 µM), inactives show at the top dose fluorescence change, negative = quenching; active = well fitted curve in either direction with a large enough effect; inconclusive = small, poorly fitted or top-dose-only effect; also: % is scaled to controls: 0 for no effect and ±100 for the full control effect
#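 Human TRβ ligand-binding domain (0.6 uM) and Texas Red SRC2 peptide (20 nM) in Tris buffer with 1 uM T3 and 5% DMSO were incubated with pinned compound for 5 hr at ambient temperature. Total fluorescence was computed as S + 2P (555/632 nm).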
# SMN2 splice up = SMN2 splice variant enhancement; HEK293 SMN2-luciferase splicing reporter, luminescence, 30-36 h; Potency, µM (highest dose often 46.1 µM), without a hit: top-dose activity change, positive = activation, most hits filed as activators; 210,000 tested, 2.8% active; AID 1458; also: % of control where 0% means no effect; nearly all actives have a fitted effect of over 55% in size
#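 qHTS luciferase splicing reporter: luminescence rises when SMN2 exon 7 is included in transfected HEK293 cells. Compound exposure lasted 30-36 h at 37C, with 4.5 mM final sodium butyrate as control, followed by a ONE-Glo read.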
# RECQ1 inh = blocks DNA unwinding by human RECQ1 | RECQ1 DNA unwinding, red fluorescence kinetic read | Potency, µM (doses to about 57.3 µM), without a hit: at the top dose activity, negative = inhibition, hits mostly inhibitors | 240,000 tested, 0.54% active;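 also: plate controls were vehicle for no effect and no enzyme for full effect; nearly all actives have a fitted effect of over 30% in size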
# Target sequence (P46063 whole entry, looked up): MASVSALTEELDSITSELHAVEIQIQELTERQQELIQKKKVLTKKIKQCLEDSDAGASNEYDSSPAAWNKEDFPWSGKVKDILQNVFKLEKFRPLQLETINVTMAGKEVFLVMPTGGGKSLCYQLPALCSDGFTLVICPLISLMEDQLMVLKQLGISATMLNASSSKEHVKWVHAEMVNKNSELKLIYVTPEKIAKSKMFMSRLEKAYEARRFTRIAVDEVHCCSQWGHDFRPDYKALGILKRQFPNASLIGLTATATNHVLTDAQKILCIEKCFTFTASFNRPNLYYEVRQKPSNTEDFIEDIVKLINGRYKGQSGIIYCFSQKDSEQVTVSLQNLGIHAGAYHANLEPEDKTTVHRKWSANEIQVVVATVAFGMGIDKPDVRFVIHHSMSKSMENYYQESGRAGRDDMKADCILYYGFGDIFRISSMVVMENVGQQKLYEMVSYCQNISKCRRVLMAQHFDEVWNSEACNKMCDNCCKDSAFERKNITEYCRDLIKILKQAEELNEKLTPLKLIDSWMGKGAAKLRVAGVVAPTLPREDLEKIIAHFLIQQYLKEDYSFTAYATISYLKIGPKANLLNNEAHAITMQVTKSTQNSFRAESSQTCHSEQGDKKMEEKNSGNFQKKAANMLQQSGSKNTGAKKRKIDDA
#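 RECQ1T1 50 nM; forked duplex (20 bp + 30-nt ss tails) 200 nM, ATP 2 mM final; pH 8.0, 2 mM MgCl2, 2.5 ug/ml poly(dI-dC); 15 min compound preincubation; discontinuous kinetic read over 2 h at RT.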
# Lamin A splicing = modulators of lamin A splicing | AID 1487 | 200,000 tested, 0.01% active | Potency, µM (doses to about 46.1 µM), for the others: top-dose ratio change, negative = inhibition, hits mostly inhibitors | HeLa LMNA splicing GFP/RFP minigene ratio, 48 h; active = well fitted inhibition curve with a large enough effect in the signal ratio, with a control signal flat, not every such curve was filed as active; inconclusive = small, poorly fitted or top-dose-only effect, or effect the other way, or a change in a side signal; the % refers to the signal ratio; also: % is scaled to controls: 0 for no effect and ±100 for the full control effect
#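 Read-out is the ratio of GFP to DsRed2 object intensity, acquired by 488 nm laser-scanning cytometry on HeLa lamin A-EGFP minigene reporter cells. Compound incubation 48 hrs at 37 °C in Opti-MEM with 2% FBS; DMSO 0.5% final.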
# RGS12 GoLoco inh = inhibitors of human Gai1-RGS12 GoLoco interaction (red fluorophore) | Gai1:RGS12 GoLoco peptide FP, rhodamine, 10 min | Potency, µM (doses to about 61.6 µM), for the others: top-dose activity, negative = inhibition, usual class: inhibitors | 230,000 tested, 0.44% active | AID 880; active = well fitted inhibition curve with a large enough effect, not every such curve was filed as active; inactive = no such curve, though single readings can be large or run the other way; also: % is scaled to controls: 0 for no effect and ±100 for the full control effect; nearly all actives have a fitted effect of over 30% in size; many of its hits are not listed in these tables
# TRb SRC2 PPI = TRbeta-SRC2 interaction inhibition; P10828; TRbeta-SRC2 peptide binding, fluorescence polarization; receptor liganded with 1 µM T3; Potency, µM (doses to about 106 µM), without a hit: at the highest dose activity change, negative = inhibition, most hits filed as inhibitors; 280,000 tested, 0.065% active;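 also: plate controls were bound peptide for no effect and peptide without receptor for full effect; nearly all actives have a fitted effect of over 50% in size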
# Target sequence (P10828 whole entry, looked up): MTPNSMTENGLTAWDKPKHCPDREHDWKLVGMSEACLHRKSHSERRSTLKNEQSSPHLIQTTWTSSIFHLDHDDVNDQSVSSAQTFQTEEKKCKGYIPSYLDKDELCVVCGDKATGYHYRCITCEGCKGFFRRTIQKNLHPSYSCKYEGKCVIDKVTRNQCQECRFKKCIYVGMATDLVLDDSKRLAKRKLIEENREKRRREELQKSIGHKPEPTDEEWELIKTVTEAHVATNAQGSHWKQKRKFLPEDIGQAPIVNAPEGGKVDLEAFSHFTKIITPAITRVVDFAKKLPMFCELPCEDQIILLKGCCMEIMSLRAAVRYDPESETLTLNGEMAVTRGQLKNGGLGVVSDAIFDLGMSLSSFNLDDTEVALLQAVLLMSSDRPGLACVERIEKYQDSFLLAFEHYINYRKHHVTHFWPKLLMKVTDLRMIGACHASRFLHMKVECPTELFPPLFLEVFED
#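 Quantitative HTS by FP: 0.6 uM TRb LBD, 20 nM labeled SRC2 20-mer, 1 uM T3, 5% DMSO; 5 hr ambient incubation; % activity per concentration and potencies from concentration series.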
# JMJD2E inh = inhibitors of human JMJD2E histone demethylase; JMJD2E catalytic domain, FDH-coupled NADH fluorescence (FDH is formaldehyde dehydrogenase); Potency, µM (doses to about 57.1 µM), inactives show at the highest dose activity change, negative = inhibition, usual class: inhibitors; B2RXH2; 230,000 tested, 1.6% active; active = well fitted inhibition curve with a large enough effect, not every such curve was filed as active; inconclusive = small, poorly fitted or top-dose-only effect, or another doubt; inactive = no such curve, though single readings can be large or run the other way;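 also: 0% = wells with enzyme and -100% = buffer wells without enzyme; nearly all actives have a fitted effect of over 50% in size; many of its hits are not listed in these tables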
# ALDH1A1 block = ALDH1A1 (human) enzyme inhibition. P00352. AID 1030. Potency, µM (series often up to 75.3 µM), for the others: top-dose activity, negative = inhibition, actives largely listed as inhibitors. 220,000 tested, 7.3% active. Purified ALDH1A1, NADH fluorescence, propionaldehyde substrate; active = well fitted inhibition curve with a large enough effect, not every such curve was filed as active; inconclusive = small, poorly fitted or top-dose-only effect, or another doubt; inactive = no such curve, though single readings can be large or run the other way;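 also: plate controls were no enzyme wells and a reference inhibitor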
# * = called active by the depositor; i = inactive; ? = inconclusive; . = no result given; [ ] = another dose, or the depositor's remark. Unless noted, calls follow the shape of the dose curve; as a rule, active = well fitted curve in the direction sought with a large enough effect; inconclusive = small, poorly fitted or top-dose-only effect, or another doubt; inactive = no such curve, though single readings can be large; an effect the other way counts as inactive or inconclusive. Potency is read from the fitted curve at half-maximal effect.
SMILES,TexasRed fluor,SMN2 splice up,RECQ1 inh,Lamin A splicing,RGS12 GoLoco inh,TRb SRC2 PPI,JMJD2E inh,ALDH1A1 block
COc1cc2c(cc1OC)C(C(=O)Nc1ccc3c(c1)OCCO3)C(c1cccnc1)N(C)C2=O (stereo not given),-2%,-16%,-4%,-16%,7%,-8%,6%,9%
O=C(Nc1ccc(Cl)cn1)C1C(c2ccccc2)C1(Cl)Cl (stereo not given),0%[53 µM],.,-5%,.,5%,-2%[53 µM],-9%,-14%
Cc1ccccc1C(=O)c1c[nH]c(C(N)=O)c1,1%,6%,i,9%,-3%,-10%,-1%,7.9µM*
CCP(=O)(CC)C(C)(C)CP(=O)(c1ccccc1)c1ccccc1,1%,-21%,-2%,?,44%,8%,16%,?
COc1cc(NC(C)=O)c2ncccc2c1[N+](=O)[O-],1%,-5%,i,5%,10%,-1%,-5%,-3%
O=C(COC(=O)C1COc2ccccc2O1)NC(=O)NC1CCCCC1 (stereo not given),-1%,-8%,i,29%,-8%,-2%,-4%,-7%
CC1CCCCC1NC(=O)CN1C(=O)CSc2cc(S(=O)(=O)N3CCCCCC3)ccc21 (stereo not given),-2%,-9%,-7%,?,3%,-2%,0%,?
Cn1c(=O)[nH]c(=O)c2c1nc(N1CCCCCC1)n2CC(=O)c1ccccc1,-2%,1%,i,0%,6%,-15%,-1%,-8%
COCCNC(=O)C1CC2Cn3c(nc4ccccc43)C2N1C (stereo not given),-2%,.,-11%,.,1%,-3%,10%,.
CCOC(=O)c1[nH]c2ccc(OC)cc2c1NS(=O)(=O)c1ccc(OC)cc1OC,0%,-1%,7%,6%,8%,-4%,?,?
CCOc1ccc(S(=O)(=O)Nc2cc(Sc3ncn[nH]3)c3oc(=O)sc3c2)cc1,-1%,-8%,-7%,-7%,11%,3%,?,-1%
O=C(COC(=O)c1ccccc1NC(=O)c1ccccc1)c1cccc([N+](=O)[O-])c1,-3%,-11%,-14%,-9%,14%,-1%,4%,-8%
CCn1c2c(c3cc(OCC(C)C)ccc31)CCCC2=O,-6%,-40%[inhibitor],-1%,?,-1%,-7%,4%,?
O=C(CN(CCN1CCOCC1)C(=O)Cn1nnc(-c2ccc(F)cc2)n1)NC1CCCCC1,2%,9%,-17%,1%,-2%,-26%,-2%,?
O=C(NNC(=O)C1CC1)c1cc2cc3ccccc3nc2s1,-6%,16%,i,0%[9.22 µM],23%,-4%,?,?
C/C(CC(=O)Nc1ccc(Cl)cc1Cl)=N\NC(=O)C(=O)N1CCCC1,4%,-5%,i,?,-11%,-1%,20%,?
Fc1ccc2c(c1)C(c1ccncc1)=NNC(c1ccc(Cl)cc1)=N2,-6%,-21%,-11%,-3%,-5%,1%,1%,9%
CC/C=C\CC[C@H](O)C1=CCCCC1=O,-1%[11.2 µM],.,i[11.5 µM],.,.,2%[11.2 µM],.,10%[13.5 µM]
CCNCCCNCCCCNCCCNCC,0%,.,1%,.,-1%,7%,-25%,-3%
COC(=O)c1sccc1NC(=O)Nc1cccc(F)c1,-6%,11%,i,-12%[46 µM],6%,-9%,?,0%
C=CCN1c2ccccc2[C@]23C[C@@H](C(=O)OC)N(S(=O)(=O)c4ccc5c(c4)OCCN5C)C2=NC(C(=O)OC)=C(C(=O)OC)[C@H]13,-3%[11.2 µM],12%[9.22 µM],-8%[11.5 µM],-9%[9.22 µM],5%[14.2 µM],8%[11.2 µM],11%[11.4 µM],6%[13.5 µM]
COc1cc2c(cc1OC)C(C(=O)Nc1cc(OC)c(OC)c(OC)c1)C(c1cccnc1)N(C)C2=O (stereo not given),0%,-35%[inhibitor],1%,.,1%,-9%,1%,-1%
Cc1sc2ncnc(OCC(=O)N3CCN(S(=O)(=O)c4ccc(Cl)cc4)CC3)c2c1C,-1%,-31%[inhibitor],-12%,-12%,5%,1%,-4%,?
Cc1nc(=O)cc(-c2ccccc2)n1-c1ccccc1,2%,-9%,-13%,6%,6%,-3%,6%,7%
CCCCCOc1ccc(CSCCNC(=S)Nc2ccccc2)cc1,1%,-38%[inhibitor],-4%,?,8%,0%,-10%,-7%

# Some entries already given, showing only RGS12 GoLoco inh, SMN2 splice up and ALDH1A1 block:
compound,RGS12 GoLoco inh,SMN2 splice up,ALDH1A1 block
Fc1ccc2c(c1)C(c1ccncc1)=NNC(c1ccc(Cl)cc1)=N2,-5%,-21%,9%
CC/C=C\CC[C@H](O)C1=CCCCC1=O,.,.,10%[13.5 µM]

# Continuation:
SMILES,TexasRed fluor,SMN2 splice up,RECQ1 inh,Lamin A splicing,RGS12 GoLoco inh,TRb SRC2 PPI,JMJD2E inh,ALDH1A1 block
O=C(/C=C/c1ccco1)NC(=S)Nc1ccc(N2CCCC2)cc1,-3%,-37%[inhibitor],i,?,-9%,-3%,11µM*,?
CC1CCCCN1S(=O)(=O)c1ccc(S(=O)(=O)N2CCN(c3ccc(F)cc3)CC2)cc1 (stereo not given),-9%,-22%,-2%,-3%,-5%,-5%,-12%,-1%
COc1ccc(C(=O)OCC(=O)N2CCCC2=O)c(OC)c1,2%,-5%,i,.,-5%,0%,3%,9%
O=C(COC(=O)CCC(=O)c1cccs1)NCc1cccs1,8%,.,7%,.,0%,-6%,7%,-12%
CCN(CC)P1(=O)OC(c2cc(OC)c(OC)c(OC)c2)=Nc2c1c(C)nn2-c1ccccc1 (stereo not given),1%,6%,-9%,-4%,-12%,-2%,-9%,-5%
CNc1nc2cccnc2s1,-2%,.,-3%,.,3%,12%,1%,.
CC1CC2(C)CC(C)C1(COC(=O)Nc1ccccc1)CO2 (stereo not given),-3%,11%,i,14%[46 µM],5%,-4%,-1%,0%
CC(Sc1nnnn1C)C(=O)Nc1ccc(Oc2ccccc2)cc1 (stereo not given),1%,-21%,-8%,-17%,-3%,-16%,-9%,-12%
C=CCn1c(SCC(=O)N2CCc3ccccc3C2)nc2sc(CC)cc2c1=O,-4%,-41%[inhibitor],-7%,?,1%,-7%,?,?
O=c1c2sccc2[nH]c(=S)n1-c1ccccc1,1%,.,0%,.,1%,-7%,5%,.
C=Cc1ccc(C=C)cc1,-2%,-9%,3%,.,14%,1%,.,14µM*
N#CCCCS(=O)(=O)c1nc2ccccc2s1,0%,10%,-9%,.,1%,6%,7%,-6%
N/C(CC(=O)Nc1ccc(F)c(Cl)c1)=N\OC(=O)c1cccs1,0%,.,-10%,.,10%,3%,1%,.
CCOC(=O)c1c(C)nc2c(C)cccn12,1%,-58%[inhibitor],24%,3%,-2%,-5%,-5%,-3%
CC1CCC/C(=N\NC(=S)NCc2ccccc2)C1 (stereo not given),-1%,0%,-2%,5%,1%,-4%,4%,?
COc1ccc(NC(=O)COC(=O)/C=C/c2cnc3ccccc3n2)cc1,2%,16%,i,-2%[46 µM],17%,3%,-4%,3%
O=C(Cn1c(=O)n(-c2cccc(Cl)c2)c(=O)n1CC(=O)N1CCCCC1)N1CCCCC1,-5%,-47%[inhibitor],-16%,6%,3%,3%,-5%,0%
CC1CCN(C(=O)C2CCC(CNc3c(N4CCCCC4)c(=O)c3=O)CC2)CC1 (stereo not given),-5%,.,i,.,-5%,-5%,-6%,.
COC(=O)C/C(C)=N/Nc1ccc(S(=O)(=O)N2CCCC2)cc1[N+](=O)[O-],-1%,8%,i,-12%,0%,-17%,-3%,1%
Cc1ccc(S(=O)(=O)N(CC(O)CN2C(=O)NC(C)(C)C2=O)c2cccc(C)c2)cc1 (stereo not given),-1%,.,2%,.,6%,7%,9%,.
O=C(Nc1ccc2c(c1)OCO2)c1cnccn1,-5%,11µM*,-15%,14%[46 µM],-11%,5%,0%,0%
COc1ccc(O)c(C(=O)c2cc(C#N)c(=O)n(-c3ccc(Cl)cc3)c2)c1,-1%,.,-6%,.,17%,-13%,-17%,.
CCNC(=O)c1c(NC(C)=O)sc2c1CCCC2,-3%,4%,-2%,18%,12%,-5%,10%,-2%
OC(CNCc1ccc(Cl)cc1)C(F)(F)F (stereo not given),-4%,5%,i,1%[46 µM],6%,0%,-16%,2%
CCCOc1ccc(C(=O)NC(C)C(=O)O)cc1 (stereo not given),1%,1%,11%,4%,2%,-9%,-6%,9%

# Further structures follow:
SMILES,TexasRed fluor,SMN2 splice up,RECQ1 inh,Lamin A splicing,RGS12 GoLoco inh,TRb SRC2 PPI,JMJD2E inh,ALDH1A1 block
CCS(=O)(=O)Nc1cccc(C(=O)O)c1,2%,.,0%,.,5%,6%,-21%,.
CCS(=O)(=O)c1ccc(O)c(NC(=O)Nc2ccccc2OC)c1,-2%,.,3%,.,0%,-1%,-11%,.
Cc1cc(-c2ccccc2)nc(N2CCC(C(=O)NC(C)C)CC2)n1,2%,?,i,11%,6%,5%,31%,1%
Cn1c(=O)c(-c2cc(F)cc(F)c2)nc2cnc(Oc3cccc(Cl)c3)nc21,.,5%,-3%,.,9%,.,.,?
O=C(COc1ccc(Br)cc1F)N1CCN(c2ncccn2)CC1,-2%,2%,i,2%[46 µM],2%,-2%,?,-2%
COc1cc(/C=N/Nc2nc(C)cc(C)n2)ccc1OC(=O)c1ccco1,0%,-12%,0%,-15%,6%,3%,-9%,-1%
O=C(CSc1ncnc2ccccc12)Nc1ccc(N2CCOCC2)cc1,-4%,-11%,-8%,-5%,2%,-7%,0%,?
O=S(=O)(c1ccc(F)cc1)N1CN(Cc2ccco2)c2nc3ccccc3nc21,14%,-14%,-27%,?,16%,-25%,?,?
O=C(O)c1cc(N/N=C/C=C/c2ccccc2)ccc1Cl,-3%,10µM*,-2%,-16%[46 µM],4%,9%,?,5%
CCc1cccc(C)c1NC(=O)C1=C(C(=O)O)CCCC1,-2%,-5%,-15%,0%,10%,1%,-1%,-1%
CC1CCN(S(=O)(=O)c2ccc3c(c2)c(=O)c(C(=O)NCc2ccco2)cn3C)CC1,-3%,-25%,0%,-8%,5%,0%,2%,?
O=C(Nc1ccccc1C(=O)NCc1ccco1)c1ccco1,-1%,7%,-4%,7%,0%,-17%,-4%,?
CSc1ccccc1NC(=O)CSc1nnnn1-c1ccccc1SC,1%,?,-5%,-9%,14%,6%,-7%,11µM*

# Assay outcomes from PubChem.

# These rows are one share of the data; rates above refer to the full screens.
